proCasp7 act: procaspase-7 activators, primary screen, counter-screen for procaspase-3 activator project, biochemical, absorbance, HTS, human. Caspase-7 (Homo sapiens), P55210. recombinant procaspase-7, Ac-DEVD-pNA absorbance 405 nm; D23A/D198A/D206A triple mutant, cannot self-cleave; scale: DMSO 0, 5 µM enzyme 100. activation, % at 8.5 µM. 330,000 tested, 0.093% active. AID 463210, 2010;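 active = percent activation above the screen-wide mean plus 3 SD, cut at about 25% in these data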
Target sequence (P55210 whole entry D23A/D198A/D206A): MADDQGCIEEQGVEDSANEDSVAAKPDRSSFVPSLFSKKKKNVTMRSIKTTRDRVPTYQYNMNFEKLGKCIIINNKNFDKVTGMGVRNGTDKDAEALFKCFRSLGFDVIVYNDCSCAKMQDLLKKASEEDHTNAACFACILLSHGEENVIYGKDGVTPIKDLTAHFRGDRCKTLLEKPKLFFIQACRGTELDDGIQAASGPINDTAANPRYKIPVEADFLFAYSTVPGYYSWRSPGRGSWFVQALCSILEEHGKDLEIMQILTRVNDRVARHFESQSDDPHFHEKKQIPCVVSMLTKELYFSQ
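Assay system: Uncleavable procaspase-7 mutant enzyme / Input: 2 µM procaspase-7 mutant as dispensed / Dosing: single nominal 8.5 µM compound dose, 0.8% DMSO final / Timing: 1 h enzyme–compound preincubation and 2 h substrate reaction, both 25 °C / Detection: p-Nitroaniline absorbance at 405 nm, read at 0 and 120 min / Replication: singlicate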
PP5 inh: PP5 phosphatase inhibitors, primary screen, biochemical, fluorescence | purified PP5c, OMFP substrate fluorescence | 320,000 tested, 0.18% active | inhibition, % at 6.7 µM | Serine/threonine-protein phosphatase 5 (Homo sapiens), P53041;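 active = inhibition above the campaign's mean inhibition across all tested compounds plus 3 SD, cut at about 9.5% in these data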;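 also: 0% = DMSO only and 100% = 100 µM cantharidin control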
Efflux pump mplx: inhibitors of Candida efflux pumps in yeast, primary screen, S. cerevisiae, Nile Red, multiplex. 330,000 tested, 0.44% active. inhibition, % at 10 µM. S. cerevisiae Candida pump triplex;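 active = plate passing quality check with inhibition over a set limit, or well fluorescence over plate mean plus 4 SD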;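 also: Nile Red retained in pooled yeast measured as flow cytometry median fluorescence; 0% = buffer negative control and 100% = Enniatin B positive control; higher means more Nile Red kept so more efflux inhibition; some compounds called inactive have numbers as strong as hits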
JMJD2C inh: inhibitors of GASC-1 histone demethylase, primary screen, biochemical, fluorescence, DELFIA europium | Lysine-specific demethylase 4C (Homo sapiens), Q9H3R0 | GST-JMJD2C(1-420) H3K9me3 demethylation | inhibition, % at 2.35 µM | 330,000 tested, 0.069% active | AID 2099, 2009;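 active = more than half of a compound's replicate wells show inhibition beyond 50%, single wells judged on their own value; inconclusive = some, but no more than half, of replicates pass 50% inhibition; inactive = no replicate passes 50% inhibition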;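 also: signal counts dimethyl H3K9 product captured on neutravidin plate; 0% = median of DMSO wells and 100% = 0.3 times that DMSO median; strong numbers were not always called active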
proCasp3 act: activators of human procaspase-3 D3A mutant, primary screen, biochemical, absorbance, PC-3 D3A mutant, single concentration; Caspase-3 (Homo sapiens), P42574; recombinant procaspase-3 D3A, Ac-DEVD-pNA absorbance 405 nm; activation, % at 8.5 µM; 330,000 tested, 0.11% active; AID 463141, 2010;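 active = activation above the mean of all tested compounds plus 3 SD, cut at about 21% in these data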;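 also: 0% = DMSO alone and 100% = DMSO wells spiked with extra 5 µM PC-3 D3A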
Target sequence (P42574 whole entry D9A/D28A/D175A): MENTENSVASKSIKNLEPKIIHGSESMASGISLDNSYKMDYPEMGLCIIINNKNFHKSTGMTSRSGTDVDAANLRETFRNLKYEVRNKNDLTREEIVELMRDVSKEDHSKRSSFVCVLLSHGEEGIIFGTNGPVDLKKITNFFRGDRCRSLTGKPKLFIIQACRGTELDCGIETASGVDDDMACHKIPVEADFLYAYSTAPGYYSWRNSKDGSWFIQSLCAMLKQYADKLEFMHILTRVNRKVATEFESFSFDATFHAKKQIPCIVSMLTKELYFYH
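Assay system – Procaspase-3 D3A mutant, all three cleavage aspartates alanine · Controls – DMSO-only low control, 5 µM PC-3 D3A high control · Schedule – 1 h compound preincubation, 2 h substrate hydrolysis at 25 °C · Signal – 405 nm absorbance of p-nitroaniline, reads at 0 and 120 min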
Fh CTSL1 inh: Fasciola hepatica cathepsin L1 inhibitors, primary screen, counter-screen for PFM18AAP inhibitor project, biochemical, QFRET, fluorogenic peptide substrate; recombinant F. hepatica cathepsin L1, Z-Leu-Arg-MCA fluorescence; inhibition, % at 5.96 µM; 300,000 tested, 0.49% active;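 active = inhibition above the mean of all tested compounds plus 3 SD, set per screening campaign, cut at about 17% in these data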;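 also: 0% = plate median of test compound wells and 100% = 1 µM Z-Phe-Ala-diazomethylketone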
TPT1 inh: Candida albicans TPT1 enzyme inhibitors, primary screen, biochemical, fluorescence polarization. tRNA 2'-phosphotransferase TPT1 (Candida albicans SC5314). recombinant caTPT1, FP RNA substrate dephosphorylation. inhibition, % at 5 µM. 300,000 tested, 0.81% active. AID 1962, 2009;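 active = inhibition above the mean of all tested compounds plus 3 SD, set per screening campaign, cut at about 24% in these data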;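 also: plate controls were DMSO alone for no effect and ferristatin control at 100 nM for full effect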
PP1 inh: PP1-alpha phosphatase inhibitors, primary screen, counter-screen for PP5 inhibitor project, biochemical, fluorescence, OMFP substrate, single point | inhibition, % at 6.7 µM | 320,000 tested, 0.9% active | Serine/threonine-protein phosphatase PP1-alpha catalytic subunit (Homo sapiens), P62136 | purified PP1alpha;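 active = inhibition above the mean inhibition of all tested compounds plus 3 SD, computed separately for each screening campaign, cut at about 15% in these data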
Target sequence (P62136 whole entry, looked up): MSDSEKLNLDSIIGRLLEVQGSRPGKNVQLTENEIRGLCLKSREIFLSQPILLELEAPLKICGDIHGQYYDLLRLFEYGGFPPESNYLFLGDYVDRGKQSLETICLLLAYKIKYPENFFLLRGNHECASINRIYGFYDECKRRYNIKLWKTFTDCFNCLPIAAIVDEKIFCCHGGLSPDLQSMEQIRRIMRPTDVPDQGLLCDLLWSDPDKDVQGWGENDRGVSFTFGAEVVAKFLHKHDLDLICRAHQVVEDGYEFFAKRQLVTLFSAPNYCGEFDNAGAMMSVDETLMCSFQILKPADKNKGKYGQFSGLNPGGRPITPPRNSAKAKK
HCV core dimer: inhibitors of HCV core protein dimerization, primary screen, biochemical, TR-FRET, high-throughput; TR-FRET GST/Flag-core106 dimerization, 1536-well; inhibition, % at 5 µM; 300,000 tested, 0.33% active; AID 1899, 2009;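 active = inhibition above the mean of all tested compounds plus 3 SD, set per screening campaign, cut at about 45% in these data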
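Material: GST/Flag-tagged HCV core106 proteins. Incubation: 4 h, 22.5 °C incubation. Read-out basis: inhibition (%) from 671 over 617 nm ratio. Measured by: TR-FRET, excitation 340 nm, emission 617 and 671 nm.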
* hit, by the source's call; ? = inconclusive; / = no result given.

SMILES | proCasp7 act | PP5 inh | Efflux pump mplx | JMJD2C inh | proCasp3 act | Fh CTSL1 inh | TPT1 inh | PP1 inh | HCV core dimer
CC(=O)Nc1ccc(S(=O)(=O)N(C)CC(=O)OCC(=O)Nc2ccc3c(c2)OCO3)cc1 | 1 | 0.2 | 0.4 | 3 | -3 | -4 | -5 | -5 | -1
Cc1cc(C)c(S(=O)(=O)N2CCCCC2CCNC(=O)C(=O)NCC2CCCO2)c(C)c1 (stereo unspecified) | 1 | 2.7 | -0.1 | 17 | 6 | 2 | -1 | -7 | -8
CCCCOc1ccc(C(=O)NCCC(=O)NCCCC(=O)OCC)cc1 | 1 | 0.6 | 0.0 | 1 | 0 | 3 | -3 | -2 | 1
Cc1cc(Cl)c2c(c1)[C@]1(C(=O)N2)[C@@H]2C(=O)N(Cc3ccccc3)C(=O)[C@@H]2[C@@H]2CCCN21 | 9 | -0.2 | -0.1 | 2 | -5 | 2 | 1 | 0 | 12
CC1(C)N=C(N)N=C(N)N1c1ccc(Oc2ccc(Cl)cc2)c(Cl)c1 | 9 | -0.8 | 0.1 | -14 | 4 | -1 | -2 | 0 | -5
COc1ccc(NC(=O)c2sc3nc(C)cc(C)c3c2N)cc1 | -24 | 6.2 | 0.1 | ? | -45 | 2 | -1 | -1 | -9
CCc1cc2c(=O)c(-c3cscn3)coc2c(CN(C)C)c1O | 2 | 3.9 | 0.2 | 3 | 7 | 3 | 5 | -4 | -10
Nc1nc(Oc2ccc(F)cc2)c(Br)c(=O)[nH]1 | -3 | 0.9 | 0.1 | -3 | 9 | 0 | 0 | 2 | -3
O=C(O)CSCC(=O)NCc1csc2ccc(Cl)cc12 | 1 | 1.6 | 0.0 | -9 | 1 | -3 | -5 | 3 | -1
COc1ccc(-c2nnn(Cc3ccccc3)n2)cc1OC | 9 | 0.3 | 0.2 | -2 | -4 | 2 | -3 | 0 | -2
O=C(C1c2ccccc2Oc2ccccc21)N1CCN(c2ccc(Cl)cc2)CC1 | 3 | 3.3 | 0.2 | / | -5 | -2 | 3 | 7 | 13
C1CCC2=NCCCN2CC1 | 2 | 5.0 | -4.9 | -6 | -3 | 2 | -1 | -3 | -1
CN1CCN(NC(=O)c2ccc(Br)c(S(=O)(=O)N3CCOCC3)c2)CC1 | 10 | -0.7 | 0.0 | 10 | 4 | 2 | -3 | 0 | -7
COc1ccc(CCN(C)C(=O)CN2C(=O)c3ccccc3S2(=O)=O)cc1OC | 3 | 3.2 | -0.1 | 11 | -2 | -3 | 1 | 1 | 3
CCOC(=O)CN(C(=O)COc1nc(-c2ccccc2)cc(C)c1C#N)c1cccc(OC)c1 | -3 | 3.1 | -0.1 | 1 | -12 | -3 | 1 | 1 | 6
CCOC(=O)CNc1c(N2CCN(c3ccccn3)CC2)c(=O)c1=O | 1 | -0.2 | 0.0 | 2 | -3 | 2 | 0 | -1 | 9
O=C(CNC(=O)c1ccc(S(=O)(=O)N2CCCC2)cc1)N/N=C/c1ccco1 | -8 | 2.2 | 0.1 | 0 | -5 | -6 | 0 | -4 | -4
COc1ccc(Cl)cc1NC(=O)CN1CCC(n2nnc3ccccc32)CC1 | 0 | 2.0 | 0.1 | 7 | 6 | -1 | -3 | 1 | 9
CCc1ccccc1OCC(=O)OCC(=O)Nc1cc(C)on1 | 6 | -1.3 | 0.1 | -11 | 2 | / | / | 17* | /
Cc1cccn2c(=O)c3cc(C(=O)NCCCOC(C)C)sc3nc12 | 6 | 1.7 | 0.0 | -9 | 2 | 5 | -3 | 3 | 8
O=S(=O)(NCc1ccc2c(c1)OCO2)c1ccccc1F | 2 | 2.1 | 0.3 | 22 | 4 | -5 | 1 | 2 | 0
O=C(Nc1cccnc1)c1cn(-c2ccccc2)nc1-c1cccs1 | -2 | 5.0 | 0.0 | -3 | 6 | 0 | -1 | 4 | -2
CN(C)/C=C/C(=O)c1ccc(S(=O)(=O)c2ccccc2)cc1 | -7 | 2.0 | 0.2 | 0 | -12 | -1 | 1 | -4 | -1
Cc1sc2nc(SCC(=O)O)[nH]c(=O)c2c1C | 8 | -1.9 | 0.0 | -4 | -1 | -2 | 1 | 8 | -4
CS(=O)(=O)Oc1ccc2c(c1)O/C(=C\C=C\c1ccccc1)C2=O | -16 | 3.6 | 0.0 | 3 | -9 | 1 | 1 | 7 | 1
S=C(NCCc1ccncc1)Nc1ccccc1 | 8 | 0.4 | 0.0 | 8 | 3 | -1 | -5 | 0 | 3
O=C(COc1ccc2c(c1)oc(=O)c1ccccc12)N[C@@H](Cc1c[nH]c2ccccc12)C(=O)O | -6 | 1.0 | -0.3 | -3 | 10 | 3 | -2 | 0 | 2
CN(C)S(=O)(=O)N1CCC(C(=O)O)(c2ccccc2)CC1 | -5 | -2.6 | 0.1 | 6 | -9 | 2 | 0 | 0 | -2
CN1CCN(C(=O)c2cc3cc(Cl)ccc3[nH]2)CC1 | -6 | -0.6 | 0.0 | -3 | -7 | -4 | -2 | -1 | 3
c1ccc(-c2cnnc3ccccc23)cc1 | -3 | -0.9 | -0.1 | -6 | 13 | 1 | 1 | 1 | -14
O=C(CSc1ncccc1-c1nc2ccccc2[nH]1)Nc1ccc2c(c1)OCCO2 | 14 | 2.9 | -0.5 | 9 | -1 | -4 | 4 | 2 | -11
COc1cccc(CC(=O)OCC(=O)NNC(=O)c2ccc(Br)cc2)c1 | -4 | 4.6 | 0.0 | -4 | -7 | / | / | 0 | /
Cc1ccc(-c2noc(CCC(=O)N3CCCC3)n2)cc1 | -11 | 2.3 | 0.1 | / | -7 | 2 | -2 | 0 | 0
O=C(CSc1nnc(-c2ccccc2)o1)OCc1ccccc1 | 5 | 2.6 | 0.0 | -4 | 4 | -4 | -4 | 2 | 3
O=C(c1ccccc1F)N1CCN(c2ccc([N+](=O)[O-])c(N3CCOCC3)c2)CC1 | -17 | 1.1 | 0.2 | 8 | -10 | 7 | 0 | -2 | 3
Cc1noc(C)c1CSCC(=O)NC1=NCCS1 | -8 | 0.7 | 0.0 | 1 | 1 | -5 | 3 | 3 | -3
Cc1ccc(C)c(NC(=O)c2ncn[nH]2)c1 | 3 | 1.4 | 0.0 | 4 | 3 | 1 | 2 | -1 | 2
Cc1csc2c(N3CCCCC3)ncnc12 | 7 | -0.5 | 0.0 | -2 | 0 | -2 | 1 | -2 | -4
Cc1ccc(S(=O)(=O)/N=S(\C)C(C)C)cc1 (stereo unspecified) | -2 | 0.8 | 0.3 | 2 | 6 | -1 | -4 | 2 | -2
COc1ccc(/C=C2\SC(=S)N(CCCC(=O)Nc3cccc(C(=O)O)c3)C2=O)cc1OC | -14 | 1.1 | 7.2* | 3 | -6 | 6 | 36* | 6 | 7
CCOC(=O)N1CCC(=NNc2nc(C)cc(=O)[nH]2)CC1 | -4 | -0.2 | 0.0 | 6 | -2 | 2 | -2 | -1 | 1
CCC(=O)Nc1ccc(S(=O)(=O)Nc2c(C)nc3nc[nH]n3c2=O)cc1 | 2 | 0.0 | 0.0 | -4 | 6 | -5 | -1 | 0 | 4
O=C(Oc1ccc(N(C(=O)c2ccncc2)S(=O)(=O)c2ccc(F)cc2)cc1)c1ccncc1 | -1 | -1.4 | 0.0 | -5 | 5 | -2 | 0 | 1 | 7
COc1ccc(C(=O)OC(COc2ccccc2)Cn2ccnc2)cc1 (stereo unspecified) | 0 | 2.8 | 0.0 | -6 | 1 | 3 | -1 | 1 | 1
CCCOc1ccc(Cn2c(C)nc([N+](=O)[O-])c2SCC(O)COC)cc1[N+](=O)[O-] (stereo unspecified) | 4 | 0.1 | 0.0 | 19 | 7 | -1 | 1 | -2 | 2
C=CCNS(=O)(=O)c1ccc(OCC(=O)OCC)cc1 | 10 | 1.8 | -0.1 | -10 | -5 | -4 | 3 | 1 | 3
COc1ccc2c(c1)c1ncn(CC3CCCO3)c(=O)c1n2C (stereo unspecified) | -4 | -1.5 | -0.1 | -7 | 3 | -4 | -3 | -2 | 2
CCn1c(=O)cc(O)c2ccccc21 | -6 | -0.4 | -0.1 | -2 | 5 | -4 | 1 | 0 | 0
CC1CCN(C(=O)c2ncn(Cc3ccccc3)c2C(=O)N2CCC(C)CC2)CC1 | 1 | / | 0.4 | 2 | 4 | / | / | / | /
Cc1ccc(C)c(C(=O)COC(=O)CN2C(=O)C3C4CCC(C4)C3C2=O)c1 (stereo unspecified) | 6 | 1.7 | 0.0 | -1 | 3 | 1 | -3 | 1 | -12
CSc1sc(C)cc1C1C(C#N)=C(N)N(c2cccnc2)C2=C1C(=O)CC(C)(C)C2 (stereo unspecified) | 0 | 1.2 | 0.0 | 4 | -5 | 0 | -3 | 3 | -1
COc1c2c(cc3oc(=O)ccc13)OC(C)(C)C=C2 | 7 | -0.5 | 0.1 | / | 0 | 3 | -1 | -4 | 1
Cc1occc1C(=O)Nc1cccc(S(=O)(=O)N2CCOCC2)c1 | 1 | / | -0.4 | -2 | -1 | / | / | / | /
O=C(c1cc(-c2cccs2)nc2ccccc12)N1CCN(c2ccccc2O)CC1 | 8 | 2.7 | 0.0 | -6 | 2 | 3 | 0 | -3 | 5
CC(=O)c1cccc(NC(=O)C2CC(=O)N(CCc3ccccc3)C2)c1 (stereo unspecified) | 10 | -1.3 | 0.0 | 21 | -1 | 1 | -1 | 0 | 0
COc1ccc(S(=O)(=O)N(C)c2ccc(OCC(=O)Nc3cc(C)on3)cc2)cc1 | 6 | -0.3 | 0.1 | 3 | 9 | -1 | -1 | -1 | 1
COC(=O)c1ccc(NC(=O)Cn2nc(-c3ccncc3)nc2SCC(=O)Nc2nccs2)cc1 | 10 | 2.7 | 0.0 | -6 | 0 | -2 | 9 | -2 | -2

Bioassay records: PubChem BioAssay, several laboratories
